Screening results as filed in PubChem.
procasp3 activ: activators of human procaspase-3 D3A mutant, primary screen, biochemical, absorbance, PC-3 D3A mutant, single concentration; activation, % at 8.5 µM; recombinant procaspase-3 D3A, Ac-DEVD-pNA absorbance 405 nm; hit rate 0.11% among 330,000;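 active = activation above the mean of all tested compounds plus 3 SD, cut at about 21% in these data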;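 note: 0% = DMSO alone and 100% = DMSO wells spiked with extra 5 µM PC-3 D3A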
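Assay system: Autoprocessing-dead procaspase-3 D3A mutant enzyme; also added: Ac-DEVD-pNA; doses: one concentration, 8.5 µM nominal, 0.8% DMSO; times: 1 h compound preincubation, 2 h substrate hydrolysis at 25 °C; technique: 405 nm absorbance of p-nitroaniline, reads at 0 and 120 min; measure: % activation between DMSO and enzyme-spiked controls; repeats: single replicate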
TPT1 inhibitor: Candida albicans TPT1 enzyme inhibitors, primary screen, biochemical, fluorescence polarization. recombinant caTPT1, FP RNA substrate dephosphorylation. inhibition, % at 5 µM. tRNA 2'-phosphotransferase TPT1 (Candida albicans SC5314). hit rate 0.81% among 300,000;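 active = inhibition above the mean of all tested compounds plus 3 SD, set per screening campaign, cut at about 24% in these data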;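 note: plate controls were DMSO alone for no effect and ferristatin control at 100 nM for full effect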
AHR activator: AHR activators, primary screen, cell-based, luminescence, luciferase reporter, human. hit rate 2.5% among 320,000. AID 2796, 2010. activation, % at 5 µM. AHR-responsive luciferase reporter cells; in the data active = activation above about 47%;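 note: 0% = vehicle wells and 100% = reference agonist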
Target sequence (P35869 whole entry, looked up): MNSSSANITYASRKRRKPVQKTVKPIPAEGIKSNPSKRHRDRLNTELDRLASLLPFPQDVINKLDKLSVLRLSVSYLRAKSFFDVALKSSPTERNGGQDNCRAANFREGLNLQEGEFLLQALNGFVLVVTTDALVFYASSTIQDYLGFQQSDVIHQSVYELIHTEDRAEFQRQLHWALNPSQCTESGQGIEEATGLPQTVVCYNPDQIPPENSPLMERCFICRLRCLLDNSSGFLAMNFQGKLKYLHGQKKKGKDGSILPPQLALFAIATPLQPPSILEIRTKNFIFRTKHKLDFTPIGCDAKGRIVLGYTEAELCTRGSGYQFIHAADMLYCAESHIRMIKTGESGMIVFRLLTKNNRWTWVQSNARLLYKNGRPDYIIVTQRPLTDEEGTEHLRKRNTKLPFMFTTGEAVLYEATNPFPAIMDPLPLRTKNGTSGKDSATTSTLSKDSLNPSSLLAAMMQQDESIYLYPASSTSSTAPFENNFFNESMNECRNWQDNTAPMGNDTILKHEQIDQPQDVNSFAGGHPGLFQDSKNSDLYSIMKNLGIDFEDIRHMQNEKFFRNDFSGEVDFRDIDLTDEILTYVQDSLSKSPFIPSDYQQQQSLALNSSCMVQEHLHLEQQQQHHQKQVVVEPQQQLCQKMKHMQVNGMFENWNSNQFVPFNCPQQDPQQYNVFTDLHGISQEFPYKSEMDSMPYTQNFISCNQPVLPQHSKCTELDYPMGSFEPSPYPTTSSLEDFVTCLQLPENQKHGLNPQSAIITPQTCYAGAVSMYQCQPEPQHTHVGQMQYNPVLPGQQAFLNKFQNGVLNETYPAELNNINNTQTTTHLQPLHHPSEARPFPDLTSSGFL
PP1 inh: PP1-alpha phosphatase inhibitors, primary screen, counter-screen for PP5 inhibitor project, biochemical, fluorescence, OMFP substrate, single point | Serine/threonine-protein phosphatase PP1-alpha catalytic subunit (Homo sapiens), P62136 | purified PP1alpha | inhibition, % at 6.7 µM | hit rate 0.9% among 320,000;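 active = inhibition above the mean inhibition of all tested compounds plus 3 SD, computed separately for each screening campaign, cut at about 15% in these data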
CTSL1 counter: Fasciola hepatica cathepsin L1 inhibitors, primary screen, counter-screen for PFM18AAP inhibitor project, biochemical, QFRET, fluorogenic peptide substrate; hit rate 0.49% among 300,000; inhibition, % at 5.96 µM; AID 1906, 2009; recombinant F. hepatica cathepsin L1, Z-Leu-Arg-MCA fluorescence;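 active = inhibition above the mean of all tested compounds plus 3 SD, set per screening campaign, cut at about 17% in these data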;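 note: 0% = plate median of test compound wells and 100% = 1 µM Z-Phe-Ala-diazomethylketone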
PP5 primary: PP5 phosphatase inhibitors, primary screen, biochemical, fluorescence. inhibition, % at 6.7 µM. purified PP5c, OMFP substrate fluorescence. hit rate 0.18% among 320,000. AID 1987, 2009;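 active = inhibition above the campaign's mean inhibition across all tested compounds plus 3 SD, cut at about 9.5% in these data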;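 note: 0% = DMSO only and 100% = 100 µM cantharidin control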
PAFAH2 inh: PAFAH2 enzyme inhibitors, primary screen, biochemical, fluorescence polarization, human. inhibition, % at 3.39 µM. recombinant PAFAH2, FP-rhodamine activity probe. hit rate 0.99% among 340,000. Platelet-activating factor acetylhydrolase 2, cytoplasmic (Homo sapiens), Q99487;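 active = inhibition above the mean over all tested compounds plus 3 SD, cut at about 30% in these data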;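 note: inhibitors block probe labeling of enzyme so polarization drops; 0% = enzyme with DMSO and 100% = wells lacking PAFAH2 protein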
procasp7 counter: procaspase-7 activators, primary screen, counter-screen for procaspase-3 activator project, biochemical, absorbance, HTS, human. recombinant procaspase-7, Ac-DEVD-pNA absorbance 405 nm; D23A/D198A/D206A triple mutant, cannot self-cleave; scale: DMSO 0, 5 µM enzyme 100. Caspase-7 (Homo sapiens), P55210. activation, % at 8.5 µM. hit rate 0.093% among 330,000. AID 463210, 2010;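 active = percent activation above the screen-wide mean plus 3 SD, cut at about 25% in these data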
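System: Uncleavable procaspase-7 mutant enzyme; Amount: 2 µM procaspase-7 mutant as dispensed; Schedule: 1 h compound preincubation, 2 h substrate cleavage, 25 °C; Measured by: 405 nm absorbance of p-nitroaniline; Evaluation: percent activation from buffer-corrected 0–120 min absorbance change; Control set: low DMSO alone, high DMSO plus 5 µM PC-7.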
core dimer inh: inhibitors of HCV core protein dimerization, primary screen, biochemical, TR-FRET, high-throughput | TR-FRET GST/Flag-core106 dimerization, 1536-well | inhibition, % at 5 µM | hit rate 0.33% among 300,000;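 active = inhibition above the mean of all tested compounds plus 3 SD, set per screening campaign, cut at about 45% in these data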
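Assay system – GST-tagged and Flag-tagged HCV core protein residues 1-106 · Quantity – core106 proteins, GST 13.5 nM and Flag 17 nM · Benchmarks – unlabelled core106 and no-GST-core106 wells · Read-out basis – percent inhibition of core106 dimerization signal · Detection – time-resolved FRET, ex 340 nm, em 617 and 671 nm · Schedule – 4 h at 22.5 °C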
Numbers without * were called inactive; · = not tested or not shown. An unsorted share of the library. About 5.6% of those tested had a hit in this group.

SMILES	procasp3 activ	TPT1 inhibitor	AHR activator	PP1 inh	CTSL1 counter	PP5 primary	PAFAH2 inh	procasp7 counter	core dimer inh
Cc1ccc(C)c(OCc2ccc(C(=O)Nc3ccc([N+](=O)[O-])cn3)o2)c1	7	·	15	1	·	2.6	-1	-1	·
Cc1c(=O)n(OCc2ccc(Cl)cc2)c2ccccc2[n+]1[O-]	4	-1	59*	2	-3	3.4	-6	-11	1
Cc1c(/C=C/C(=O)c2cccs2)cnn1C	6	0	-8	0	2	0.7	2	12	-2
O=C(NN=Cc1ccc(F)cc1)c1cccc(S(=O)(=O)N2CCCC2)c1	-6	·	2	·	·	·	-4	-9	·
CC1CN(C(=O)c2cccs2)CC(C)O1 (stereo unspecified)	5	0	1	-3	-2	-1.9	15	-2	1
CCOC(=O)NC(=O)C(=CNc1ccccc1OC)C(=O)NC(=O)OCC	-4	0	-1	-3	-2	0.8	5	-2	2
Cc1ccc(NS(=O)(=O)c2ccc(C(C)(C)C)cc2)cn1	7	-2	1	0	4	3.5	8	-1	-5
Cc1c(NC(=O)C(C)OC(=O)c2cccc(S(=O)(=O)N(C)C)c2)c(=O)n(-c2ccccc2)n1C (stereo unspecified)	-7	1	1	-1	-2	1.6	0	7	-1
O=C(NCC(=O)N(c1ccccc1F)C(C(=O)NC1CCCC1)c1ccco1)c1ccco1 (stereo unspecified)	-5	-2	-1	5	-4	1.7	0	7	0
Cc1csc(NC(=O)C(C)Oc2ccc(Cl)cc2C)n1 (stereo unspecified)	8	·	3	1	·	4.1	5	6	·
N#Cc1c(N)nc2c(c1N)CC(CO)O2 (stereo unspecified)	2	-3	-2	0	3	4.1	2	1	-6
COc1ccc(Oc2ccc(N/C=C/C(=O)C(C)(C)C)cc2)cc1	1	0	-1	0	-2	1.8	12	-4	3
CCOC(=O)c1csc(NC(=O)c2ccc(S(=O)(=O)N(CC)CC)cc2)n1	2	-2	44	12	4	-1.0	1	5	-2
CCCCCC(=O)Nc1nc(C)c(-c2csc(Nc3cc(Cl)ccc3C)n2)s1	-10	5	109*	2	-2	3.0	-20	-1	-44
O=C(O)c1ccc(NS(=O)(=O)c2cc(Cl)sc2Cl)cc1	4	1	-2	0	5	1.1	-9	-7	4
COc1ccc(-c2ccc3c(N)c(C(=O)c4ccc(OC)c(OC)c4)sc3n2)cc1	-5	54*	30	9	3	2.1	4	-36	18
O=C(Cc1ccsc1)NNC(=O)c1cccc(Cl)c1	2	1	5	-2	-3	0.2	-6	0	5
CCCCOC(=O)Nc1cc(Cl)ccc1C	-1	-2	-4	-3	6	-8.9	5	-5	-1
Cc1cc(C)c2c(N)c(C(=O)c3ccc(Cl)cc3)sc2n1	-12	-3	7	8	-6	-4.9	6	-18	-17
CCCCn1c(N)c(N(CC(C)C)C(=O)c2cc(=O)[nH]c3ccccc23)c(=O)[nH]c1=O	3	-1	2	-4	-1	-3.8	1	-2	3

Given in markdown: part of the list above
| SMILES | procasp3 activ | TPT1 inhibitor | AHR activator | PP1 inh | CTSL1 counter | PP5 primary | PAFAH2 inh | procasp7 counter | core dimer inh |
| --- | --- | --- | --- | --- | --- | --- | --- | --- | --- |
| CCOC(=O)NC(=O)C(=CNc1ccccc1OC)C(=O)NC(=O)OCC | -4 | 0 | -1 | -3 | -2 | 0.8 | 5 | -2 | 2 |
| Cc1ccc(NS(=O)(=O)c2ccc(C(C)(C)C)cc2)cn1 | 7 | -2 | 1 | 0 | 4 | 3.5 | 8 | -1 | -5 |

Back to the main list with the four entries that preceded the break.
SMILES	procasp3 activ	TPT1 inhibitor	AHR activator	PP1 inh	CTSL1 counter	PP5 primary	PAFAH2 inh	procasp7 counter	core dimer inh
O=C(Cc1ccsc1)NNC(=O)c1cccc(Cl)c1	2	1	5	-2	-3	0.2	-6	0	5
CCCCOC(=O)Nc1cc(Cl)ccc1C	-1	-2	-4	-3	6	-8.9	5	-5	-1
Cc1cc(C)c2c(N)c(C(=O)c3ccc(Cl)cc3)sc2n1	-12	-3	7	8	-6	-4.9	6	-18	-17
CCCCn1c(N)c(N(CC(C)C)C(=O)c2cc(=O)[nH]c3ccccc23)c(=O)[nH]c1=O	3	-1	2	-4	-1	-3.8	1	-2	3
Cc1[nH]c2ccccc2c1SCC(=O)N1CCCc2ccccc21	1	1	23	-3	-1	3.4	13	3	0
NNS(=O)(=O)c1ccc(N2CCCC2=O)c([N+](=O)[O-])c1	-5	1	-1	3	-3	-0.5	1	8	0
CCN(Cc1ccccc1)C(=O)CSc1nncn1C	4	1	-2	-6	-3	-0.8	5	0	1
O=C(CNC(=O)N1CC(=O)Nc2ccccc21)NCCc1cccc(F)c1	-6	2	2	1	-1	1.1	9	4	0
COC(=O)C1CCN(C(=O)Cn2nnc(-c3ccccc3)n2)CC1	3	-2	0	5	-1	2.4	-3	-8	-5
O=C(O)c1ccc2c(c1)S(=O)(=O)c1cc(Cl)ccc1C2=O	-5	·	2	2	·	1.0	4	2	·
O=C(Nc1ccccc1N1CCCCC1)C1CC(=O)N(c2ccccc2F)C1 (stereo unspecified)	0	·	3	-1	·	0.1	1	4	·
O=C(CSc1ccc(Cl)cc1)Nc1ccc(C2SCCS2)cc1	-6	-3	8	-7	0	0.8	5	6	3
CC(=O)N(CN1C(=O)C2C3C=CC(C3)C2C1=O)c1cccc(Cl)c1 (stereo unspecified)	3	-3	0	-1	2	-1.6	-1	-1	4
COc1ccc(NC(=O)CSCC(=O)NC2(C)CCS(=O)(=O)C2)cc1 (stereo unspecified)	3	-6	3	-2	0	-1.0	3	-2	-7
CC1CN(C(=O)CN2C(=O)NC3(CCCCCC3)C2=O)CC(C)O1 (stereo unspecified)	-1	-6	0	-3	8	-0.9	-3	13	3
Cc1ccc(NC(=O)c2oc3c(c2C)C(=O)CC(C)(C)C3)cc1	-1	-1	46	4	0	5.2	4	11	-1
CC1CCC(NC(=O)CSc2nnnn2C)CC1 (stereo unspecified)	7	·	0	-1	·	2.5	-3	6	·
COc1ccc(C2NC(=O)NC(C)=C2[N+](=O)[O-])cc1OC (stereo unspecified)	-5	-1	14	-3	0	-0.8	-1	0	-1
CCS(=O)(=O)c1nc2ccccc2n1Cc1ccccn1	-1	-1	0	-8	0	0.9	-2	5	0
COc1ccc(C(=O)N2CCN(c3nc(C4CC4)nc4sc(C)c(C)c34)CC2)cc1	3	-1	1	5	2	1.6	-11	-2	14
CN1CCN(C(=O)c2ccccc2NS(=O)(=O)c2ccc(F)cc2)CC1	-2	·	1	0	·	-0.7	-3	2	·
COC(=O)CCn1nnc(-c2ccc(C(C)C)cc2)n1	6	0	-9	-3	-2	1.4	-2	4	-4
Cc1ccc(C(=O)N(C)CC(=O)Nc2ccc(N3CCOCC3)cc2)s1	-14	-4	4	-3	4	3.1	1	8	-1
O=C(c1ccc(S(=O)(=O)Cc2ccccc2F)c([N+](=O)[O-])c1)N1CCCCCC1	-6	-2	1	0	1	2.1	9	6	1
Cc1ccccc1OCC(O)Cn1c2ccccc2c2ccccc21 (stereo unspecified)	-1	2	12	7	4	3.4	-7	-1	1
CCCCCn1c(SCC(=O)OCC)nc2cc(C(=O)N3CCC(C(N)=O)CC3)ccc2c1=O	1	-1	0	-3	-2	-0.5	2	1	-2
CN(C(=O)COC(=O)c1ccc2c(c1)NC(=O)CS2)C1CCS(=O)(=O)C1 (stereo unspecified)	2	2	-4	-8	-4	-2.2	-9	10	0
O=C(O)CSc1c2ccccc2cc2ccccc12	-15	-11	1	2	-7	-0.3	11	-15	-15
Cc1cc(C)cc(NC(=O)CSc2cc(C(=O)c3nccn3C)c3ccccc3n2)c1	10	-2	5	2	5	1.4	0	-7	-10
Cc1ccc(C(=O)Cn2cnc3ccccc3c2=O)cc1C	6	-3	0	-3	3	0.2	-26	2	1
Cc1cc(-n2c(C)cc(C(=O)COc3ccc(F)c(F)c3)c2C)no1	0	·	5	8	·	2.8	5	0	·
Fc1ccc(NC(=S)NCc2ccccn2)cc1	-8	1	2	-5	-5	0.0	10	2	0
